# Screening results from PubChem BioAssay.
# PRMT1 FP inh – PRMT1 (human) inhibition, primary screen; Q99873; recombinant PRMT1, activity-based probe fluorescence polarization; inhibition, % at 2.79 µM; 1.3% of 370,000 active;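 active means inhibition above about 21% made by adding two undisclosed values, limit read from the data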
# SIAE primary – inhibitors of human sialic acid acetylesterase SIAE; Q9HAT2; SIAE FP-Rh probe binding, fluorescence polarization; inhibition, % at 9.66 µM; 0.69% of 370,000 active; AID 1053197;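 active means inhibition above a cutoff: mean of compounds within the control limits plus 3 SD of those, cut at about 17% in these data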;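 further: 0% = plate median of compound wells and 100% = probe without SIAE protein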
# HTRA1 inhibitor – inhibitors of human serine peptidase HTRA1. Q92743. recombinant HTRA1, FP-rhodamine activity-based probe, fluorescence polarization. inhibition, % at 5.96 µM. 0.5% of 340,000 active. AID 504803; in the data active means inhibition above about 36%;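 further: 0% = enzyme with DMSO and 100% = wells lacking enzyme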
# Target sequence (Q92743 whole entry, looked up): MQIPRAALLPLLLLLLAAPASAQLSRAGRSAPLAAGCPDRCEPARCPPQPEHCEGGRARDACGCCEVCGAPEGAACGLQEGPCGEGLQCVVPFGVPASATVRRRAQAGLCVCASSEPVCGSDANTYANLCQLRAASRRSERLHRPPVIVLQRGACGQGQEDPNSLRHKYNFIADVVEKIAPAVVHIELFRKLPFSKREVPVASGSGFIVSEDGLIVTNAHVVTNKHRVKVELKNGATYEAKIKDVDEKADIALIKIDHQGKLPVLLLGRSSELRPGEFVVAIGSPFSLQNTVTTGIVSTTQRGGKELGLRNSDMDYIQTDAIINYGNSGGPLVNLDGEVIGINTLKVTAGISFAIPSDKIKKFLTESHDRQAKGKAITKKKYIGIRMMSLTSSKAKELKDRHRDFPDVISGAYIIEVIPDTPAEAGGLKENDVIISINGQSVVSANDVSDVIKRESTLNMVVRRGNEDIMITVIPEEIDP
# MBD2 DNA inh – inhibitors of human MBD2 binding to methylated oligonucleotide. Q9UBB5. 0.31% of 370,000 active. inhibition, % at 4.4 µM. AID 686964. TR-FRET; in the data active means inhibition above about 13%
# ABHD4 inh – ABHD4 (mouse) inhibition, primary FP screen. purified mABHD4, FP-Rh probe fluorescence polarization. 0.54% of 370,000 active. inhibition, % at 8.92 µM. Q8VD66;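 active means inhibition exceeding the mean over every tested compound plus 3 SD, cut at about 30% in these data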;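 further: 0% = plate median of compound wells and 100% = S159A mutant with DMSO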
# Target sequence (Q8VD66 whole entry, looked up): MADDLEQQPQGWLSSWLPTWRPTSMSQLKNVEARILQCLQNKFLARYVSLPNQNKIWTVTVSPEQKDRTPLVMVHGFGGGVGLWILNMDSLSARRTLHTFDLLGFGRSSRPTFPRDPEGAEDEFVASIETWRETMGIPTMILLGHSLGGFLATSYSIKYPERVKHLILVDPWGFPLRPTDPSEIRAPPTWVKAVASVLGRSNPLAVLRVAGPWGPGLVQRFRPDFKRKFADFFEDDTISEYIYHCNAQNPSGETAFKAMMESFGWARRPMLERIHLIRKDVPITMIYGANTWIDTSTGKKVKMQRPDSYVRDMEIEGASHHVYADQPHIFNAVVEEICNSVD
#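 Assay system: Wild-type mouse ABHD4 protein | Medium: HEPES pH 7.0 buffer, 150 mM NaCl, 0.01% Pluronic F-127 | Incubation: Enzyme–compound pre-incubation 45 min, then probe 60 min, both 25 °C | Technique: Fluorescence polarization with parallel and perpendicular emission, 525/598 nm | Evaluation: % inhibition of FP-Rh probe binding versus controls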
# TCR-CD3 inh – human TCR-CD3 binding inhibition; inhibition, % at 9.4 µM; 0.37% of 360,000 active; TAMRA-labeled TCR probe fluorescence, biochemical; in the data active means inhibition above about 19%;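 further: recombinant mutant TCR 2C K166C tagged with TAMRA read by polarization; 0% = receptor in buffer alone and 100% = receptor with positive control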
# rCAG binder – molecules binding r(CAG) RNA repeats; r(CAG) RNA repeat, TO-PRO-1 dye displacement fluorescence; 1.3% of 370,000 active; inhibition, % at 3 µM; AID 651821;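 active means inhibition above the plate cutoff, the mean of all test compounds on that plate plus 3 SD, cut at about 35% in these data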;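 further: 0% = DMSO alone and 100% = 100 µM mitoxantrone as full dye displacement; higher means more dye released from RNA so lower well fluorescence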
# GC-B act – GC-B (human) receptor activation | HEK293-GC-B cells, CNP EC30, cGMP TR-FRET; 0% at EC30 CNP, 100% saturating CNP | AID 1920062 | P20594 | 0.11% of 370,000 active | activation, % at 10 µM;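 active means activation at 10 µM reaching about 35% in either raw or pattern-adjusted values, limit read from the data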
# NPR1 activator – GC-A (human) enzyme activation. activation, % at 10 µM. 0.14% of 370,000 active. HEK293 GC-A cells, cGMP TR-FRET, EC30 ANP; 0% at EC30 ANP, 100% saturating ANP. P16066. AID 1671463; in the data active means activation above about 40%
# UHRF1 MBD2 ctr – blocks human UHRF1 binding to methylated DNA; Q96T88; UHRF1 binding to methylated oligo, TR-FRET; inhibition, % at 4.4 µM; 0.75% of 370,000 active; in the data active means inhibition above about 21%;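 further: UHRF1 SRA domain binding a hemimethylated CpG hairpin DNA probe; 0% = median of test compound wells and 100% = reference inhibitor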
# * hit, by the source's call; x = no result given. Some of the compounds tested; count on the stated rates, not on these rows.
Molecule,MBD2 DNA inh,UHRF1 MBD2 ctr,TCR-CD3 inh,GC-B act,ABHD4 inh,NPR1 activator,HTRA1 inhibitor,rCAG binder,SIAE primary,PRMT1 FP inh
O=C1c2ccccc2C(=O)N1CCc1nc2ccccc2c(=O)n1-c1ccccn1,2,2,-4,-3,6,5,1,-6,3,2
CO/N=C/NC(=O)NOCc1c(Cl)cccc1Cl,3,1,0,-5,3,7,4,1,12,-4
OC(CCc1cccc(Cl)c1)c1cccs1 (centres undefined),-7,-2,6,-2,-6,0,-9,0,6,-2
Cc1cc(=O)n(CC(C)O)c(O)c1C#N (centres undefined),0,-8,2,11,7,-4,1,0,1,3
CC1CCCN(C(=O)c2cccc(S(=O)(=O)N3CCCc4ccccc43)c2)C1 (centres undefined),-2,-3,1,2,4,-1,-2,-5,5,14
Cc1cccc(-n2cc(CNCCN3CCOC3=O)c(-c3cccc(F)c3)n2)c1,-4,-1,9,-5,5,-10,-41,-4,2,0
O=S(=O)(c1ccccc1)c1nc(NC2CC2)sc1Cl,-4,-1,3,5,8,-2,-2,-1,-4,-4
CCNC(=O)N1CCC(c2nc3ccccc3s2)CC1,2,0,-9,-7,4,-2,3,-1,2,0
Cc1ccc2nc(N3CC(=O)Nc4ccccc43)nc(-c3ccccc3)c2c1,-1,4,-5,-9,-6,-8,-9,4,-2,2
S=c1[nH]cnc2sc(-c3ccccc3)cc12,1,-5,3,-6,-8,7,-3,8,-8,11
O=C(Cn1c2c(c(=O)n3ncnc13)CCC2)N/N=C/c1ccc(Cl)cc1,-4,-1,0,-2,-3,-2,2,0,-7,-3
CCOc1cc2[nH]c(=O)n(CCCC(=O)NCc3ccco3)c(=O)c2cc1OCC,1,3,-3,1,1,-4,4,-3,-1,1
Cc1ccc(C(OCC(O)CNCc2ccc(F)cc2)c2ccccc2)cc1 (centres undefined),-1,4,-16,-13,17,-46,-2,-3,2,-2
CC(Oc1cccc(Cl)c1)C(=O)N(C)CC(=O)Nc1ccc(N2CCOCC2)cc1 (centres undefined),-2,2,10,2,4,-1,6,-1,7,0
CCCCN(CCCC)C(=O)C1(P(=O)(c2ccccc2)c2ccccc2)CCC1,-2,-1,-4,-17,6,-30,-7,-13,-1,6
Cc1c(C(=O)N(Cc2cccc(Br)c2)C2CCS(=O)(=O)C2)oc2ccccc12 (centres undefined),1,2,-7,-10,-18,-15,-31,2,2,1
Cc1cc(O)ccc1NC(=O)CCN1C(=O)c2ccc([N+](=O)[O-])cc2C1=O,-6,-4,2,1,0,-2,7,1,2,0
COc1ccc(-c2noc(CN3CCCCC3)n2)cc1OC,7,0,-3,-2,7,1,2,-1,12,4
COc1ccc(CCNc2ccc(C(CC(N)=O)NC(=O)c3ccc(Br)cc3)cc2[N+](=O)[O-])cc1 (centres undefined),10,17,3,-1,8,-5,-4,2,-5,0
O=c1c2ccccc2oc2nc(-c3ccco3)n(Cc3ccccc3)c(=O)c12,2,3,-1,-8,-9,7,2,3,-6,2
COc1ccc(C(=O)N2CCN(c3nc4cc(C)cc(C)c4cc3C#N)CC2)cc1,2,-1,6,-5,3,1,-25,3,-4,1
CC(=O)Oc1ccc(C(=O)Nc2ccc(S(=O)(=O)N3CCOCC3)cc2)cc1,1,1,-1,3,-3,1,4,0,-2,2
O=C(Nc1ccn(CCCN(CCCn2ccc(NC(=O)OCc3ccccc3)nc2=O)CCc2cc3ccccc3[nH]2)c(=O)n1)OCc1ccccc1,-4,-1,8,-5,23,11,-28,18,-8,0
CN(Cc1ccon1)C(=O)C1CCC(=O)N(Cc2ccc(Cl)cc2)C1 (centres undefined),4,20,9,6,2,-1,3,0,-5,-1
Nc1ccc(Nc2ccccc2)c(S(=O)(=O)O)c1,2,20,22*,-2,63*,-1,58*,32,10,37*
CCCNC(=O)c1ccc(N2CCC3(CC2)CC(c2cccc(Br)c2)=NO3)c([N+](=O)[O-])c1,2,-4,4,1,-21,-5,-35,9,-11,-1
CC(C)Cc1c(O)nc(SCC(=O)N2CCCCCC2)[nH]c1=O,2,-1,6,2,6,2,1,-1,1,0
COc1cccc(-c2cccc3c2NC(=O)C3(C)Cc2cccc(F)c2)c1 (centres undefined),0,-2,-2,-5,-4,-7,x,0,-7,2
COc1ccc2c(c1)c1nnc(SCC(=O)N3C(C)CCCC3C)nc1n2C (centres undefined),-1,-6,6,9,-1,16,-2,-5,-5,-1
CCOc1ccc(-n2c(C)c(C(C)=O)c3cc(O)ccc32)cc1,4,3,2,2,0,27,16,-3,5,1
Cc1ccc(C(=O)NCCCNC(=O)COc2ccccc2Cl)cn1,-10,-1,6,1,2,0,0,2,0,-3
CCn1cnc2c1c(=O)n(CC(=O)Nc1ccc(C(N)=O)cc1)c(=O)n2Cc1ccccc1,3,0,-3,9,-5,8,3,4,-4,2
COc1cc(C(=O)N2CCC(NC(=O)C(Cc3ccc(C)cc3)NC(C)=O)CC2)cc(OC)c1OC (centres undefined),0,-3,3,0,-2,1,2,-7,7,0
CC1Cc2ccccc2N1Cc1cccc(S(=O)(=O)N(C)C)c1 (centres undefined),-1,-2,7,2,1,1,5,-3,15,0
Cc1noc(C)c1NC(=O)Nc1cccc2c1O[C@@H](CN(C)C)[C@@H](C)CN([C@H](C)CO)C2=O,-4,-2,2,4,2,-2,3,-3,11,-3
OCC[C@H]1C[C@H](O)[C@@H](O)[C@]2(Cc3ccccc3O2)O1,4,0,1,0,0,-2,0,-1,13,-1
COc1cc(S(=O)(=O)N2CCOCC2)ccc1NC(=O)CN1c2cccc3cccc(c23)S1(=O)=O,1,-4,1,-2,-1,0,0,5,-3,-3
C=CCN(CC=C)Cc1c(O)ccc2c(=O)c(-c3ccccc3)coc12,0,-4,2,1,2,2,-1,-3,5,1
Cc1cccnc1NC(=O)CCNS(=O)(=O)c1ccc2c(c1)c(=O)n(C)c(=O)n2C,0,-1,1,0,4,-1,-2,-1,-13,2
CN(c1ccc(C(=O)N2CCOCC2)cc1)S(=O)(=O)c1ccc(Cl)cc1,-2,1,3,1,4,4,4,-3,-3,4
COC(=O)c1nn(-c2ccccc2)c(Sc2ccc(C)cc2)c1/C=N/O,5,5,2,-9,-13,56*,-9,0,-5,-6
Cc1ccc(S(=O)(=O)N(C)c2ccc(OCC(=O)Nc3ccc(S(C)(=O)=O)cc3)cc2)cc1,-4,1,9,0,-2,1,4,8,-5,-1
CCCn1nnnc1NCc1c(Cl)cccc1Cl,1,0,-2,5,1,-1,1,-1,-1,1
CN1CCc2c(c3c(n2C)CCN(C)C3c2ccc(F)cc2)C1c1ccc(F)cc1 (centres undefined),0,-2,8,0,4,-22,-2,-5,0,0
Cc1cc(C(=O)OCC(=O)c2c(N)n(C)c(=O)n(C)c2=O)c(C)n1-c1ccccc1,3,1,-5,3,9,2,-1,2,-2,1
CCc1ccc(C(=O)NNC(=O)c2ccc3c(=O)n4c(nc3c2)CCC4)cc1,-2,3,-5,-10,-10,2,3,7,-2,-2
C=CCn1c(=S)[nH]c2scc(-c3cccs3)c2c1=O,-1,-4,0,-11,-7,4,-2,7,5,1
COc1ccc(NN=Nc2ccc([N+](=O)[O-])cc2)cc1,-3,-6,4,-2,7,26,10,4,6,17

# A second format for some results above:
# Each structure is followed by: MBD2 DNA inh	UHRF1 MBD2 ctr	TCR-CD3 inh	GC-B act	ABHD4 inh	NPR1 activator	HTRA1 inhibitor	rCAG binder	SIAE primary	PRMT1 FP inh
Cc1ccc(S(=O)(=O)N(C)c2ccc(OCC(=O)Nc3ccc(S(C)(=O)=O)cc3)cc2)cc1
→ -4	1	9	0	-2	1	4	8	-5	-1
CCCn1nnnc1NCc1c(Cl)cccc1Cl
→ 1	0	-2	5	1	-1	1	-1	-1	1
CN1CCc2c(c3c(n2C)CCN(C)C3c2ccc(F)cc2)C1c1ccc(F)cc1 (centres undefined)
→ 0	-2	8	0	4	-22	-2	-5	0	0

# (continued)
Molecule,MBD2 DNA inh,UHRF1 MBD2 ctr,TCR-CD3 inh,GC-B act,ABHD4 inh,NPR1 activator,HTRA1 inhibitor,rCAG binder,SIAE primary,PRMT1 FP inh
CC(=O)Nc1cccc(OCCCNC(=O)c2ccc(F)cc2)c1,-5,-1,-8,-17,5,-3,-1,-2,-1,-1
COc1ccc(C(=O)N(CC(=O)Nc2sc(C)c(C)c2C(N)=O)C2CCCC2)cc1,-2,-4,-2,-4,0,-5,1,2,0,-3
Cc1ccc2c(c1)c(C)c(C)n2CC(O)Cn1nnc2ccccc21 (centres undefined),-2,0,4,-5,-8,-2,-6,-1,7,0
Cc1c(Br)c([N+](=O)[O-])nn1CCCC(=O)NC(C)c1ccccc1 (centres undefined),-1,-3,2,-3,-4,0,2,-3,4,-4
Cc1ccc(CNC(=O)CN2C(=O)NC3(CC(C)CC(C)(C)C3)C2=O)cc1 (centres undefined),-5,0,-3,3,5,3,-2,0,5,-1
O=C(c1cc(Cl)cc(Cl)c1)N1CCOCC1,-3,-1,4,4,2,5,-1,-1,-2,-5
Cc1ccc(-n2nc3c(=O)n(CC(=O)NCCCc4ccccc4)nc(C)c3c2C)cc1,-5,-1,3,1,2,0,2,-4,-2,-2

# Of the compounds above, ten have a Cl atom:
Molecule,MBD2 DNA inh,UHRF1 MBD2 ctr,TCR-CD3 inh,GC-B act,ABHD4 inh,NPR1 activator,HTRA1 inhibitor,rCAG binder,SIAE primary,PRMT1 FP inh
CO/N=C/NC(=O)NOCc1c(Cl)cccc1Cl,3,1,0,-5,3,7,4,1,12,-4
OC(CCc1cccc(Cl)c1)c1cccs1 (centres undefined),-7,-2,6,-2,-6,0,-9,0,6,-2
O=S(=O)(c1ccccc1)c1nc(NC2CC2)sc1Cl,-4,-1,3,5,8,-2,-2,-1,-4,-4
O=C(Cn1c2c(c(=O)n3ncnc13)CCC2)N/N=C/c1ccc(Cl)cc1,-4,-1,0,-2,-3,-2,2,0,-7,-3
CC(Oc1cccc(Cl)c1)C(=O)N(C)CC(=O)Nc1ccc(N2CCOCC2)cc1 (centres undefined),-2,2,10,2,4,-1,6,-1,7,0
CN(Cc1ccon1)C(=O)C1CCC(=O)N(Cc2ccc(Cl)cc2)C1 (centres undefined),4,20,9,6,2,-1,3,0,-5,-1
Cc1ccc(C(=O)NCCCNC(=O)COc2ccccc2Cl)cn1,-10,-1,6,1,2,0,0,2,0,-3
CN(c1ccc(C(=O)N2CCOCC2)cc1)S(=O)(=O)c1ccc(Cl)cc1,-2,1,3,1,4,4,4,-3,-3,4
CCCn1nnnc1NCc1c(Cl)cccc1Cl,1,0,-2,5,1,-1,1,-1,-1,1
O=C(c1cc(Cl)cc(Cl)c1)N1CCOCC1,-3,-1,4,4,2,5,-1,-1,-2,-5
